APP 5'UTR act – activators of APP 5'UTR luciferase reporter, primary screen, SH-SY5Y cells | SH-SY5Y APP 5'UTR luciferase reporter, luminescence; zero percent = DMSO vehicle wells | activation, % at 2 µM | 190,000 tested, 1% active | AID 1276, 2008;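 active = activation above a set limit, based on mean plus 3 SD of controls, cut at about 140% in these data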; also: values of inactives mirror those of a sister screen read the other way
FLuc inh counter – firefly luciferase enzyme inhibitors, primary screen, artefact control for luciferase-based inhibitor screens, biochemical, luminescence, ATPLite; 10 min; 200,000 tested, 1.5% active; AID 1006, 2008; inhibition, % at 10 µM;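 active = inhibition above about 50% when tested at 10 µM, limit read from the data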
Target sequence (P08659 whole entry, looked up): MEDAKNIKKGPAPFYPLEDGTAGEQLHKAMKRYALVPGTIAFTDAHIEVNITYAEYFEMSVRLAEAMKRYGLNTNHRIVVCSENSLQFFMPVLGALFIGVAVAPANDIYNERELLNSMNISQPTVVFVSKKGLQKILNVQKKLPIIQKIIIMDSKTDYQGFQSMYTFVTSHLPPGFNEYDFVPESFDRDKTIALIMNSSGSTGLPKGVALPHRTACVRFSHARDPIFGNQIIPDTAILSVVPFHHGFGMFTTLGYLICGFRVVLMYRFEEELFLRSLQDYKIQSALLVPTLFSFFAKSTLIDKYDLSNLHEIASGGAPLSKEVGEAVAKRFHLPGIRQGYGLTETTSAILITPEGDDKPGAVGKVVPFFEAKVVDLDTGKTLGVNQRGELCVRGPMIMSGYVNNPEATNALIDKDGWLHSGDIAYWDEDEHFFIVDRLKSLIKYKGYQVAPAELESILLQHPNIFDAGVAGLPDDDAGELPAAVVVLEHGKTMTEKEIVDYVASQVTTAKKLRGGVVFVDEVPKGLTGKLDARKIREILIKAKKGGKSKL
STAT3 activator – IL-6 driven STAT3 reporter potentiators, primary screen, U3A cells, luciferase, luminescence, MLSCN library. IL-6 STAT3-luciferase reporter; 100% = signal with IL-6 EC80 alone. activation (% of control), % at 5.6 µM. 190,000 tested, 0.91% active. AID 871, 2007;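 active = activation above the screen-wide mean of compound activation plus 3 SD, cut at about 130% in these data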;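 also: 0% = background luminescence of wells with medium and substrate only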
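Material: human STAT1-deficient U3A cells with stable STAT3-luciferase reporter / Probe or stimulus: IL-6 stimulus at 33 ng/mL final / Schedule: 1 h compound pre-exposure, 6 h IL-6 stimulation, 37 °C / Technique: luminescence / Read-out basis: percent of IL-6-only median luminescence / Control set: IL-6-only high control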
STAT1 blocker – STAT1 signaling inhibitors, primary screen, cell-based, HTS, luciferase reporter. NIH 3T3 STAT1-luciferase reporter, IFN-gamma, luminescence. inhibition, % at 5.5 µM. 200,000 tested, 0.35% active;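 active = inhibition above a set limit, the mean inhibition across all tested compounds plus 3 SD, cut at about 34% in these data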;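 also: 0% = IFN-gamma with DMSO and 100% = IFN-gamma with 300 µM nifuroxazide; values of inactives mirror those of a sister screen read the other way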
STAT3 inh – IL-6 driven STAT3 reporter inhibitors, primary screen, U3A cells, luciferase, luminescence, MLSCN library; inhibition, % at 5.5 µM; IL-6 STAT3-luciferase reporter; host cell line lacks STAT1; 190,000 tested, 0.89% active;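 active = inhibition above the mean inhibition across all screened compounds plus 3 SD, cut at about 44% in these data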;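 also: 0% = DMSO only wells and 100% = 100 µM nifuroxazide control wells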
STAT1 activator – STAT1 signaling activators, primary screen, cell-based, HTS, luciferase reporter. NIH 3T3 STAT1-luciferase reporter, IFN-gamma, luminescence; 100% = IFN-gamma alone, no compound. activation (% of control), % at 5.5 µM. 200,000 tested, 2.6% active;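 active = activation above the screen-wide mean activation plus 3 SD, cut at about 130% in these data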;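 also: raw ratio to IFN-gamma control signal so 100% means no change and 0% no light; values of inactives mirror those of a sister screen read the other way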
RAM network inh – inhibitors of the yeast RAM network, primary screen, dse1pr::URA3 reporter, 5-FOA selection; S. cerevisiae dse1pr::URA3 reporter, 5-FOA growth OD615, 2 d; analog-sensitive cbk1-as2 kinase mutant strain; inhibition, % at 50 µM; 190,000 tested, 1.8% active;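 active = inhibition above a set limit, 3 SD over mean compound inhibition, cut at about 8.4% in these data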;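 also: 0% = DMSO-only wells with no growth and 100% = 10 µM 1-NA-PP1 full growth; inhibition rescues growth on 5-FOA so higher OD means more RAM inhibition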
Hsp70 activator – Hsp70 transcriptional activators, primary screen, cell-based, HeLa, Hsp70 promoter luciferase, luminescence, 10 µM. HeLa Hsp70 promoter luciferase reporter; scaled: vehicle 0, proteasome-inhibitor control 100%. activation, % at 10 µM. 200,000 tested, 0.04% active;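 active = activation above the mean across all tested compounds plus 3 SD, cutoff set per campaign, cut at about 5.5% in these data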;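 also: 100% = MG132 at 30 µM as the positive control and 0% = DMSO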
NF-kB neuron act – activators of NF-kB expression in neurons, primary screen, cell-based, HTS; fold change at 12.5 µM; 190,000 tested, 1.6% active; human neuronal cells, NF-kB reporter expression; stronger effect = higher value; in the data active = fold change above about 3.3
APP transl inh – inhibitors of APP translation via 5'UTR reporter, primary screen, APP 5'UTR luciferase, SH-SY5Y cells; SH-SY5Y APP 5'UTR-luciferase reporter, luminescence; inhibition, % at 2 µM; 190,000 tested, 0.82% active;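 active = inhibition above a set limit, derived from the sample mean plus 3 SD, cut at about 45% in these data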; also: values of inactives mirror those of a sister screen read the other way
Numbers without * were called inactive; . = no result given.

Sequence of screens: APP 5'UTR act	FLuc inh counter	STAT3 activator	STAT1 blocker	STAT3 inh	STAT1 activator	RAM network inh	Hsp70 activator	NF-kB neuron act	APP transl inh
- Cc1ccc2c(c1)C(c1ccccc1)N(C(=O)c1ccc(S(=O)(=O)N3CCOCC3)cc1)CC(=O)N2 (stereo not drawn)
 : -2	-5	81	1	24	99	1.9	-0.1	0.98	2
- CCc1nnc(NC(=O)CSc2nnc(-c3ccc(NS(=O)(=O)c4ccccc4)cc3)o2)s1
 : 19	-6	99	-3	4	103	2.1	-0.3	1	-19
- COC(=O)c1ccc(C)c(-n2c(C)cc(C=O)c2C)c1
 : -5	-2	104	-4	-1	104	0.5	0.0	1.3	5
- Cc1cc(C)nc(NS(=O)(=O)c2ccc(NC(=O)CSc3nc(-c4ccccc4)c(C#N)c(=O)[nH]3)cc2)n1
 : 5	-3	98	-7	10	104	7.5	-0.2	1.7	-5
- C1=C(c2ccccc2)Nc2nnnn2C1
 : 3	2	98	1	10	99	1.1	-0.2	1.1	-3
- O=C(NNC1=C(C(=O)C(F)(F)F)CCC1)c1ccncc1
 : 8	1	96	2	8	97	-0.5	-0.2	1.2	-8
- COc1cccc(NC(=O)C2CCC(CNS(=O)(=O)c3cccs3)CC2)c1 (stereo not drawn)
 : -1	-4	99	5	13	95	0.9	-0.3	0.81	1
- Cc1ccc(C(=O)OCC(=O)N(C)C2CCS(=O)(=O)C2)cc1[N+](=O)[O-] (stereo not drawn)
 : -8	-3	101	1	1	97	0.9	-0.3	1.1	8
- CCSc1ncc(/C=N/Nc2ccc(F)cc2)n1C
 : -8	0	133	-9	-31	108	-0.8	-0.5	1.6	8
- Cc1nn(C)c(=O)n1-c1ccccc1
 : 8	-2	102	10	2	90	1.2	-0.1	1.2	-8
- CCOC(=O)c1cnc(-c2ccccc2)nc1Oc1ccc(Cl)cc1
 : -15	-3	101	-7	2	107	14*	0.1	1.2	15
- Cn1c(NCc2ccco2)nc2c1c(=O)n(Cc1ccc(Cl)c(Cl)c1)c(=O)n2C
 : 23	-2	99	7	6	94	2.9	-0.5	0.67	-23
- CCCc1nc2ccccc2n1CCOC
 : .	-6	100	-7	0	102	0.5	-0.4	1.1	.
- Cc1ccc(C(=O)Oc2oc(-c3ccco3)nc2C=Nc2ccc(Cl)cc2)cc1
 : 143*	6	75	-72	32	166*	4.4	0.3	7.7*	-143
- O=C(CNC(=O)c1ccccc1)Nc1cccc(C(F)(F)F)c1
 : 11	-7	98	-4	8	103	2.1	-0.5	0.93	-11
- CC1(C)[C@H]2CC=C(CN3CCC(N4CCC(C(=O)N5CCCC5)CC4)CC3)[C@@H]1C2
 : -14	-8	98	14	6	86	-1.0	-0.3	0.99	14
- CN(CCc1ccccn1)C(=O)CCC1CCCN(C(=O)c2c3c(nn2C)CCCC3)C1 (stereo not drawn)
 : 10	-4	96	2	10	97	0.1	-0.4	1	-10
- COc1ccc(Cc2nnc(NC(=O)Cn3cnc4c3c(=O)n(C)c(=O)n4C)s2)cc1
 : 6	-9	102	-42	-1	105	0.9	-0.2	0.97	-6
- CCCSc1nc2ccccc2n1CC(=O)O
 : 21	0	93	1	13	98	-0.4	-0.3	.	-20
- CC(=O)NCCC(=O)N1CCCC(CNC(=O)c2ccc(-c3ccccc3)cc2)C1 (stereo not drawn)
 : 12	21	102	-2	0	100	1.0	0.0	1.4	-12

The list goes on; it opens with the two that closed the last part.
Sequence of screens: APP 5'UTR act	FLuc inh counter	STAT3 activator	STAT1 blocker	STAT3 inh	STAT1 activator	RAM network inh	Hsp70 activator	NF-kB neuron act	APP transl inh
- CCCSc1nc2ccccc2n1CC(=O)O
 : 21	0	93	1	13	98	-0.4	-0.3	.	-20
- CC(=O)NCCC(=O)N1CCCC(CNC(=O)c2ccc(-c3ccccc3)cc2)C1 (stereo not drawn)
 : 12	21	102	-2	0	100	1.0	0.0	1.4	-12
- CC(C)CC(=O)N=C1SC2CS(=O)(=O)CC2N1CCc1ccccc1 (stereo not drawn)
 : 18	-4	103	-6	-1	106	0.9	-0.1	0.87	-18
- Cc1nnc2ccc(-c3cccc(NC(=O)c4ccco4)c3)nn12
 : -3	-1	96	19	12	82	1.2	-0.2	0.86	3
- COc1ccc(CCn2cc(C#N)c(=O)[nH]c2=O)cc1OC
 : 21	-5	108	-12	-4	110	-0.9	-0.2	1.5	-20
- CCOc1ccccc1NC(=O)CNC(=O)Cc1ccccc1
 : -5	-5	106	-7	-2	104	-0.4	-0.2	1.2	5
- CCc1cc2c(=O)c(-c3cscn3)coc2cc1O
 : 47	14	130	-16	-29	114	1.7	0.4	2.3	-47
- C/C(=N\NC(=O)c1cccc(C)c1)c1cccc(NC(=O)c2ccco2)c1
 : 3	22	94	-7	12	106	0.0	-0.1	1.1	-3
- OC1(c2cn(Cc3ccccc3)nn2)CCCCC1
 : 14	-2	96	-11	7	110	3.6	0.4	1.1	-14
- CCn1c(SCc2ccc(C(=O)Nc3nccs3)cc2)nnc1-c1ccc(NC(C)=O)cc1
 : 0	21	97	-4	8	104	5.8	0.2	1.2	0
- CC1C/C(=N/NC(=O)c2cccc(F)c2)c2ccc(O)cc2C1 (stereo not drawn)
 : 11	-5	102	-24	7	116	3.0	-0.1	1.4	-11
- CC(C)C(C(=O)NC(C)(C)C)N1C(=O)c2ccccc2C1=O (stereo not drawn)
 : 8	-3	102	3	4	98	1.7	0.0	1.1	-8
- O=[N+]([O-])c1cc(S(=O)(=O)N2CCCC2)ccc1NN=C1CCCC1
 : 7	1	93	9	8	92	5.2	-0.4	1.1	-7
- COc1ccc(C(C)C)cc1S(=O)(=O)N1CCN(C)CC1
 : 6	-6	97	-9	4	113	0.1	-0.3	1.1	-6
- O=C(COC(=O)c1ccc(O)cc1)NCc1ccc2c(c1)OCO2
 : -4	-8	94	-11	9	110	2.0	-0.3	1.4	4
- COc1cc(SC#N)ccc1N=Cc1c(C)[nH]n(-c2cccc3ccccc23)c1=O
 : 7	8	101	-3	10	102	2.9	0.2	2	-7
- CCOC(=O)Cc1ncccc1C(=O)Nc1ccc(OC)cc1
 : 15	0	102	-3	7	103	1.2	-0.4	0.95	-15
- COc1ccc2c(=O)c3c(=O)n(Cc4ccco4)c(-c4ccccc4)nc3oc2c1
 : -2	-4	90	10	15	91	2.8	-0.2	0.77	2
- COCCN(C(=O)CCCC(=O)Nc1ccccn1)C(C(=O)NC1CCCCC1)c1ccc(C)cc1 (stereo not drawn)
 : 9	-12	106	5	-2	95	1.9	0.3	1.1	-9
- CCOC(=O)Nc1c(C(=O)OC)[nH]c2cccc(OC)c12
 : 1	-1	98	1	6	99	0.1	-0.3	0.88	-1
- COc1ccc(-n2c(C)cc(C(=O)COC(=O)Cn3cnc4ccccc43)c2C)cc1
 : 1	-6	85	2	21	99	0.9	-0.2	1	-1
- COC(=O)c1cc2c(cc1Cl)SC(=NCCCN1CCOCC1)NS2(=O)=O
 : 5	-3	99	0	7	100	0.0	-0.1	1	-5
- Cc1ccc(CNC(=O)C2CCCCC2C(=O)O)cc1 (stereo not drawn)
 : -1	-4	97	-2	7	102	0.4	-0.4	0.99	0
- Clc1ccc(-c2csc(N3CCN(c4ccccc4)CC3)n2)cc1
 : 8	-6	108	-2	-12	102	7.0	0.2	1.5	-8
- CC(C)C(=O)Nc1ccc(C(=O)N/N=C/c2cc(Br)cc(Br)c2O)cc1
 : -46	-1	91	9	15	90	7.9	-0.3	1	46*
- CCC(C)(C)n1nnnc1C(C(C)C)N(CCN1CCOCC1)Cc1cc2cccc(C)c2[nH]c1=O (stereo not drawn)
 : 8	-6	102	6	3	95	-1.2	-0.2	0.76	-8
- CC1=C(C(=O)OCc2ccccc2)C(c2ccc(C(F)(F)F)cc2)NC(=O)N1CCCCCC(=O)O (stereo not drawn)
 : 8	-1	99	-2	-2	102	7.2	-0.3	0.98	-8
- O=C(O)c1cc(Cl)c2c(c1)[C@@H]1C=CC[C@@H]1[C@H](c1ccc(S(=O)(=O)N3CCOCC3)cc1)N2
 : -6	2	108	-10	-11	110	3.5	-0.2	0.99	6
- Cc1c(Cl)cccc1NC(=O)CN1CCN(CCN=CC2=C(O)CC(c3ccccc3)CC2=O)CC1 (stereo not drawn)
 : 2	4	105	4	-3	96	-0.5	0.9	0.98	-2
- O=C(c1cccc(Br)c1)N1CCCC1
 : 0	-6	100	2	6	98	1.2	-0.3	1.2	0
- N#Cc1nc(-c2ccc(OCc3ccccc3)cc2)oc1NCCCN1CCOCC1
 : 5	5	93	2	15	98	-0.1	0.0	1	-5
- Cc1cc(N2C(=O)C=CC2=O)c([N+](=O)[O-])cc1C
 : -62	12	105	6	-3	95	-1.2	-0.3	1.1	62*
- COC(=O)c1ccc(NC(=O)C(=O)N2CCN(C(=S)Nc3cccc(OC)c3)CC2)cc1
 : 1	-2	91	6	10	94	3.3	-0.4	1.1	-2
- CC(C)CC(NC(=O)CNC(=O)C1O[C@@H]2OC(C)(C)O[C@@H]2[C@H]2OC(C)(C)O[C@@H]12)C(=O)O (stereo partly drawn)
 : 4	-4	103	-6	1	104	0.1	0.0	1.3	-4
- O=C(CSc1ncn[nH]1)N(C1CCCCC1)C1CCCCC1
 : -11	-4	98	2	9	98	-0.3	-0.1	0.91	11
